Screening data: PubChem, several laboratories
TRPC4 block – inhibitors of mouse TRPC4 channel; Q9QUQ5; HEK293 TRPC4beta/mu-opioid, DAMGO-evoked Fluo4 calcium flux; stronger effect = lower value; B-score at 10 µM; actives 0.39% (n = 300,000);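 active = B-score over 3 SD under the library average, no early fluorescence shift, positive overall ratio signal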
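Assay system: Stable TRPC4beta/mu-opioid receptor HEK293 cells | Reagent: DAMGO in two steps, submaximal then maximal | Compound dosing: Single concentration per test compound | Signal: Fluo4 Ca2+ flux fluorescence | Evaluation: Per-well B score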
TRPC6 inh – mouse TRPC6 channel inhibition | Q61143 | HEK293-TRPC6, membrane potential dye, ACh-evoked depolarization; stronger effect = lower value | B-score at 10 µM | actives 1.1% (n = 310,000) | AID 2553;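 active = B-score under library mean minus 3 SD, initial fluorescence not abnormally high, positive integrated signal ratio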;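 also: B-score derived from integrated fluorescence ratio over the kinetic read; more negative B-score means stronger inhibition of depolarization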
TRPC6 act – mouse TRPC6 channel activation | Q61143 | HEK293-TRPC6 membrane potential dye fluorescence; stronger effect = higher value | B-score at 10 µM | actives 0.13% (n = 310,000);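 active = B-score of the integrated fluorescence ratio above library mean plus 3 SD, and starting fluorescence ratio within library mean plus 5 SD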;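 also: higher score means more depolarization so channel activation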
TRPC4 potent – allosteric potentiators of mouse TRPC4 channel; actives 0.42% (n = 310,000); HEK293 TRPC4beta/mu-opioid, DAMGO EC20, Fluo-4 Ca2+ flux; stronger effect = higher value; B-score at 10 µM;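 active = B-score of calcium response area above 5 SD of library B-scores, with initial fluorescence ratio within 5 SD of library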;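 also: B-score of integrated fluorescence ratio over time as area under calcium response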
PolyA inh – yeast polyadenylation inhibition; S. cerevisiae SKY197-pL101 polyadenylation reporter, beta-gal luminescence; efflux-impaired pdr1/pdr3 knockout yeast; score 100 = 6 SD above DMSO; calls only at 12 µM; actives 0.02% (n = 300,000); AID 1875;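 active = lowest replicate activity score at least 50, where 100 means six control SD above control mean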;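 also: yeast exposed to compound for 9 h at 30 °C; higher score means more reporter readthrough which indicates perturbed polyadenylation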
MrgX1 agonist – agonists of human MrgX1 receptor; Q96LB2; MrgX1-HEK293 cells, Fluo-4 calcium fluorescence, agonist mode; stronger effect = higher value; B-score at 10 µM; actives 0.44% (n = 310,000); AID 588627;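 active = calcium response B-score plate-corrected fluorescence ratio at least 3 library SD, with starting fluorescence B-score inside 5 SD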
Target sequence (Q96LB2 whole entry, looked up): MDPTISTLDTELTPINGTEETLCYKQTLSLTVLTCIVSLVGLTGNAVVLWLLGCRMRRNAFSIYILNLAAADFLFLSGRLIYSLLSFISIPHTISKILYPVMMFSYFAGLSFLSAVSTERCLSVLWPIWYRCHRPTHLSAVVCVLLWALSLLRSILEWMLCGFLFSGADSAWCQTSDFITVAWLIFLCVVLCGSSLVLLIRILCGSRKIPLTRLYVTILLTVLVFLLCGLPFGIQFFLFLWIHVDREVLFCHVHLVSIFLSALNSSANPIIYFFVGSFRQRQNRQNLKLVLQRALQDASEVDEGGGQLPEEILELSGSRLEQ
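Test system: HEK293 cells stably expressing human MrgX1 receptor; amount: 15,000 cells per well; doses: compound delivered in addition one of three; times: overnight plating before 1 h dye loading; detection: Fluo-4 NW calcium-flux fluorescence, kinetic read; read-out basis: B-scored fluorescence response ratio; controls: positive and negative controls per plate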
MrgX1 antagonist – antagonists of human MrgX1 receptor; MRGX1-HEK293 calcium flux, Fluo-4, BAM8-22 antagonism; stronger effect = lower value; actives 1.3% (n = 310,000); AID 588676; B-score at 10 µM;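 active = calcium-response B-score plate-corrected more than 3 library SD below zero, starting fluorescence within 5 deviations, no agonist response on first addition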;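 also: peak minus trough fluorescence over baseline after final BAM8-22 challenge near maximal dose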
AI-2 QS mod – modulators of Vibrio harveyi AI-2 quorum sensing system | Vibrio harveyi JMH597 AI-2 luminescence/OD600 ratio, 9 h; stronger effect = lower value; strain lacks LuxN and CqsS sensors; 0 = neutral-control median | AID 2094 | activity change, % at 7.5 µM | actives 0.4% (n = 300,000); in the data active = activity change below about -75%, passing the limit was not always enough;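 also: luminescence divided by OD600 gain over 9 h not by final OD600 alone; inactives centre near 13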
TRPC4 act – activators of mouse TRPC4 channel; actives 0.49% (n = 310,000); B-score at 10 µM; HEK293 TRPC4beta/mu-opioid, Fluo4 calcium fluorescence; stronger effect = higher value;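 active = B-score above 5 SD of library B-scores, and initial fluorescence ratio not above library mean plus 5 SD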;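 also: positive B-score marks a calcium rise read as TRPC4 activation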
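Material: TRPC4beta and mu-opioid receptor HEK293 stable cells | Incubation: 45 min room-temperature Fluo4 loading, 110 s read | Detection: Kinetic Fluo4 calcium fluorescence | Measure: Integrated baseline-normalised fluorescence ratio, converted to per-well B score | Benchmarks: Low control buffer alone, high control maximal DAMGO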
MrgX1 allo act – allosterically activates human MrgX1 receptor signaling; MrgX1-HEK293, Fluo-4 calcium flux, FDSS; stronger effect = higher value; B-score at 10 µM; actives 0.63% (n = 310,000); AID 588675;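 active = plate-corrected calcium response at least 3 library SD above typical, normal starting fluorescence, not activating the receptor alone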;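 also: compound read alongside a low EC10 to EC30 dose of BAM8-22 agonist; peak minus trough fluorescence over baseline measured at the second addition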
HIF activator – HIF pathway transcriptional activation | U2OS HRE-luciferase reporter, luminescence; normalized: DMSO 0%, desferrioxamine 100% | actives 0.32% (n = 300,000) | activation, % at 7.5 µM (by protocol);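 active = mean activation of at least 10% of the iron chelator positive control signal, with at least half of replicates also reaching 10%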
Active calls of the source: *; i = inactive; · = no result given. These rows are one share of the data. The share of hits here may be higher or lower than overall.

SMILES	TRPC4 block	TRPC6 inh	TRPC6 act	TRPC4 potent	PolyA inh	MrgX1 agonist	MrgX1 antagonist	AI-2 QS mod	TRPC4 act	MrgX1 allo act	HIF activator
CC(C)(O)C#Cc1ccc(CN2CCN(C3CCCCC3)C(CCO)C2)cc1 (stereo unspecified)	i	i	i	i	i	i	i	13.6	i	i	-0.2
O=C(CCSc1ccccn1)Nc1ccc(Br)cc1	i	i	i	i	i	i	i	-63.8	i	i	3.6
Cn1c2ccccc2c2c(C(=O)N3CCN(c4ccccn4)CC3)cn(C3CCCC3)c(=O)c21	i	i	i	i	i	i	i	8.8	i	i	-2.3
CN1C(=O)c2ccc(NC(=O)c3ccc(N4CCCCC4)c([N+](=O)[O-])c3)cc2C1=O	i	i	i	i	i	i	i	28.5	i	i	-0.2
O=C(C/C=N/OCc1c(Cl)cccc1Cl)c1ccccc1	i	i	i	i	i	i	i	10.0	i	i	-0.1
Cc1cc(C)cc(C(=O)Nc2nc3ccccc3[nH]2)c1	i	i	i	i	i	i	i	2.7	i	i	4.0
CCOC(=O)c1c(C)[nH]c(C(=O)OCC(=O)N(CC(C)C)c2c(N)n(Cc3ccccc3)c(=O)[nH]c2=O)c1C	i	i	i	i	·	i	i	13.7	i	i	-1.2
C/C(=N\OC(=O)c1ccccc1F)c1nccs1	i	i	i	i	i	i	i	14.2	i	i	-0.5
COCCn1nnnc1C(c1ccccn1)N1CCN(c2cc(C)ccc2C)CC1 (stereo unspecified)	i	i	i	i	i	i	i	19.2	i	i	-0.3
COc1ccc(Oc2coc3c(CN4CCOCC4)c(O)ccc3c2=O)cc1	i	i	i	i	i	i	i	-20.0	i	i	0.3
Cc1ccc(C(=O)COc2ccccc2C(=O)Nc2ccccc2)cc1	i	i	i	i	i	i	i	5.8	i	i	-0.1
CC(C)(C)c1ccccc1NC(=O)c1ccc2c(c1)SC1=NS(=O)(=O)CCN12	i	i	i	i	i	i	i	6.7	i	i	-2.6
CCC(C)c1ccc(NC(=O)C/C(C)=N/NC(=O)c2cnccn2)cc1 (stereo unspecified)	i	i	i	i	i	i	i	14.8	i	i	1.3
O=C(Nc1ccccc1)Nc1nnc(SCc2ccc(Cl)cc2)s1	i	i	i	i	i	i	i	5.0	i	i	0.0
Cc1cc(SCc2ccccc2F)nc(=O)[nH]1	i	i	i	i	i	i	i	37.8	i	i	0.0
O=C(CSc1nc2cccnc2n1Cc1ccccc1)N1CCCC1	i	i	i	i	i	i	i	-10.6	i	i	-0.7
COC(=O)c1c(NC(=O)C(=O)NCC2CCCO2)sc2c1CC(C)(C)OC2 (stereo unspecified)	i	i	i	i	i	i	i	3.5	i	i	0.1
O=C(NCCCN1CCOCC1)C(=O)N/N=C/c1cccc2ccccc12	i	i	i	i	i	i	i	16.9	i	i	-0.4
O=C(CNC(=O)C(c1ccccc1)c1ccccc1)OCc1ccccc1	i	i	i	i	i	i	i	18.8	i	i	-0.3
CCSc1nnc(NC(=O)NC2CCCCC2)s1	i	i	i	i	i	i	i	-15.8	i	i	1.6
COc1ccc(-c2nc3c4ccccc4ccn3c2CN2CCOCC2)cc1OC	i	i	i	i	i	i	i	9.1	i	i	2.2
COC(=O)[C@@H](NC(=O)Nc1ccc(C(C)=O)cc1)C(C)C	i	i	i	i	i	i	i	35.1	i	i	0.2
COc1cc(/C=N/NC2=NCCCCC2)ccc1O	i	i	i	i	i	i	i	11.8	i	i	0.7
CCOC(=O)N1CCN(C(=O)C2CC(c3ccccc3OC)=NO2)CC1 (stereo unspecified)	i	i	i	i	i	i	i	15.4	i	i	0.1
Cc1cnc(NC(=O)c2nn(C)cc2[N+](=O)[O-])s1	i	i	i	i	i	·	·	34.5	i	·	-0.8
Carrying on.
SMILES	TRPC4 block	TRPC6 inh	TRPC6 act	TRPC4 potent	PolyA inh	MrgX1 agonist	MrgX1 antagonist	AI-2 QS mod	TRPC4 act	MrgX1 allo act	HIF activator
O=C(CN(C(=O)c1csnn1)c1ccccc1F)NCc1ccccc1	i	i	i	i	i	i	i	2.9	i	i	-0.3
COC(=O)CCCC1=CC2=CC(=O)C(C)(OC(=O)c3cnc4ccccc4n3)C(=O)C2=CO1 (stereo unspecified)	i	i	i	i	i	i	i	46.5	i	i	-1.0
Cc1ccc(N2CN(Cc3ccco3)CNC2=S)cc1	i	i	i	i	i	i	i	-1.1	i	i	0.1
CCn1c(SCC(=O)Nc2cc(C)on2)nnc1-c1cccc(C)c1	i	i	i	i	i	i	i	32.3	i	i	-1.1
Cc1ccc(NC(=O)C2CC(=O)N/C(=N/N=C/c3ccco3)S2)cc1 (stereo unspecified)	i	i	i	i	i	i	i	25.0	i	i	0.0
CC(NC(=S)Nc1c(Cl)cccc1OC(F)F)C(C)(C)C (stereo unspecified)	i	i	i	i	i	i	i	20.7	i	i	-0.2
CCOc1ccc(Nc2nc(N)c([N+](=O)[O-])c(N3CCN(CC)CC3)n2)cc1	i	i	i	i	i	i	i	6.4	i	i	2.6
O=C(COc1ccc2ccccc2c1Br)N1CCCCC1	i	i	i	i	i	i	i	4.4	i	i	3.1
Cc1ccc(-c2c(C(=O)N/N=C/c3ccncc3)nnn2-c2nonc2N)cc1	i	i	i	i	i	i	i	16.6	i	i	-0.5
N#Cc1ncc(Cl)c2ccccc12	i	i	i	i	i	i	i	9.2	i	i	-0.1
COc1ccc(NC2CCCN(C(=O)CCc3ccccc3F)C2)cc1 (stereo unspecified)	i	i	i	i	i	i	i	18.2	i	i	-0.2
COc1ccc(C(=O)Nc2ccc(CN3CCOCC3)cc2)cc1Br	i	i	i	i	i	i	i	8.9	i	i	-0.4
Cc1noc(C)c1COc1ccc(C(=O)N2CCN(S(=O)(=O)c3ccc(Cl)cc3)CC2)cc1	i	i	i	i	·	i	i	26.8	i	i	-2.6
CCOC(=O)C1=C(CS(=O)(=O)c2ccc(F)cc2)NC(=O)NC1c1cc(OC)c(O)c(OC)c1 (stereo unspecified)	i	i	i	i	i	i	i	8.2	i	i	-0.6
CCOC(=O)C(=O)NCC(c1ccco1)S(=O)(=O)c1cccs1 (stereo unspecified)	i	i	i	i	i	i	i	30.2	i	i	-0.3
Clc1cccc(Cl)c1CN1CCN(c2ncccn2)CC1	i	i	i	i	i	i	i	9.1	i	i	-4.5
N#Cc1c(-c2ccccc2)c(-c2ccccc2)n[nH]c1=O	i	i	i	i	i	i	i	4.7	i	i	-0.3
CS(=O)(=O)Nc1ccccc1C(=O)Nc1ccccc1Cl	i	i	i	i	i	i	i	138.3	i	i	-0.4
COc1ccc(C(=O)NC(=S)NNC(=O)c2ccc3ccccc3n2)cc1	i	i	i	i	i	i	i	30.6	i	i	6.1
Cc1cc(OCC(=O)NCC(C)C)cc(C)c1Br	i	i	i	i	i	i	i	17.7	i	i	0.3
O=c1[nH]c(/C=C\c2cccc(C(F)(F)F)c2)nc(O)c1[N+](=O)[O-]	i	i	i	i	i	·	·	15.6	i	·	2.3
C=CCN1C=C2C(=O)C(C)(OC(=O)CCc3ccccc3)C(=O)C=C2C=C1c1ccc(C#N)cc1 (stereo unspecified)	i	i	i	i	i	i	i	11.7	i	i	0.0
CCc1cccc(N(C(=O)c2csnn2)C(C(=O)NC(C)(C)C)c2ccccn2)c1 (stereo unspecified)	i	i	i	i	i	i	i	2.7	i	i	0.2
Cc1ccc(-c2cc([C@H]3[C@@H]4C=CCC[C@@]4(C)C(=O)N3Cc3ccccc3)ccc2F)cc1	i	i	i	i	i	i	i	29.7	i	i	-0.2
CCOC(=O)/C(=N/Nc1ccc(OC)cc1)N1CCCc2ccccc21	i	i	i	i	i	i	i	20.7	i	i	0.3
Following part:
SMILES	TRPC4 block	TRPC6 inh	TRPC6 act	TRPC4 potent	PolyA inh	MrgX1 agonist	MrgX1 antagonist	AI-2 QS mod	TRPC4 act	MrgX1 allo act	HIF activator
O=C1C2CC=CCC2C(=O)N1c1ncn[nH]1 (stereo unspecified)	i	i	i	i	i	i	i	7.1	i	i	-0.3
O=C(Cn1ncc2c3ccccc3n(Cc3ccccc3F)c2c1=O)NC1CC1	i	i	i	i	i	i	i	25.5	i	i	-0.1
O=C(COC(=O)Cc1ccccc1F)Nc1ccc(Cl)cn1	i	i	i	i	i	i	i	20.3	i	i	0.6
Cc1cccc(NC(=O)[C@H](Cc2ccccc2)NC(=O)[C@@H]2Cc3ccccc3CN2)c1	i	i	i	i	i	i	i	19.8	i	i	0.2
COc1ccc(C)cc1NC(=O)CSc1nnc(CC(=O)Nc2ccccc2C)n1C	i	i	i	i	i	i	i	13.1	i	i	-0.1
CCOC(=O)c1c(-c2ccccc2)csc1NC(=O)c1cc2ccccc2oc1=O	i	i	i	i	i	i	i	10.4	i	i	-0.5
NC(=O)C1CCN(c2oc(/C=C/c3ccc(F)cc3)nc2S(=O)(=O)c2ccccc2)CC1	i	i	i	i	i	i	i	25.6	i	i	-0.1
O=C(CN1CCC(C(=O)c2ccc(F)cc2)CC1)NCc1ccccc1F	i	i	i	i	i	i	i	-8.3	i	i	0.4
CC(C)N(Cc1ccccc1)C(=S)NC1CCCCC1	i	i	i	i	i	i	i	7.0	i	i	-0.8
O=C(Cc1ccccc1)Nc1nc2ccccc2s1	i	i	i	i	i	i	i	-30.1	i	i	2.0
N#C/C(=C/c1ccc(N2CCOCC2)c([N+](=O)[O-])c1)C(N)=O	i	i	i	i	i	i	i	18.5	i	i	-0.4
O=C(NCCCO)c1nc2ccccc2s1	i	i	i	i	i	i	i	1.2	i	i	0.1
O=C(NCCc1ccc(F)cc1)C1CCCO1 (stereo unspecified)	i	i	i	i	i	i	i	10.1	i	i	-0.6
CCn1nc(C)c(CNC(=O)C2CCC(=O)N(CCc3ccc(Cl)cc3)C2)c1C (stereo unspecified)	i	i	i	i	i	i	i	29.8	i	i	1.1
Cc1ccc(-n2[nH]c(C)c(C=Nc3ccc(S(=O)(=O)Nc4nccs4)cc3)c2=O)cc1	i	i	i	i	i	i	i	-4.9	i	i	0.0
CC(C)N(CCn1c(=S)[nH]c2ccccc2c1=O)C(C)C	i	i	i	i	i	i	i	18.6	i	i	-25.6
